# EP2 modulator – EP2 receptor modulators, cAMP readout, primary screen, cell-based, HTRF cAMP, PGE2 stimulation. Prostaglandin E2 receptor EP2 subtype (Homo sapiens), P43116. EP2-expressing cells, cAMP HTRF FRET, PGE2 co-stimulation. AID 940, 2007. induction, % at 25 µM. 260,000 compounds, 0.83% hits;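 active = compounds whose cAMP rise, as percent of the full-agonist control response, exceeds 60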;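 note: rat C6 glioma line stably carrying human EP2 under a CMV promoter; the protocol text gives 20 µM as final concentration; 100% = response of wells given 1 µM PGE2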
# Rad51 HR inh – human RAD51 strand exchange inhibitors, primary screen, biochemical, fluorescence; AID 1385, 2008; 200,000 compounds, 0.085% hits; hRad51 DNA strand exchange, fluorescence dequenching; inhibition, % at 10 µM; DNA repair protein RAD51 homolog 1 (Homo sapiens), Q06609;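 active = inhibition above 40% at the single screening dose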;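 note: 0% = DMSO control wells and 100% = blanks with heterologous ssDNA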
# Target sequence (Q06609 whole entry, looked up): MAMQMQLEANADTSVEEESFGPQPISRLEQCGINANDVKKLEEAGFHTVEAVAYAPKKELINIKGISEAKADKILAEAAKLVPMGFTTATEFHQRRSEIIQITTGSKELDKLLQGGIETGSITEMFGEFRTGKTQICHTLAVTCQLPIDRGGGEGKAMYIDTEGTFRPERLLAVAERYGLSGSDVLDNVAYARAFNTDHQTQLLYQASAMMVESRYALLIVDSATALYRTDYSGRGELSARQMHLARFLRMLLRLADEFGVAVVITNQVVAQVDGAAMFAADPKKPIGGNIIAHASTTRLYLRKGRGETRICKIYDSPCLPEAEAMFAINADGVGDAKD
#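 Read-out basis: percent inhibition relative to plate controls and blanks / Assay system: human Rad51 nucleoprotein filaments preassembled on unlabelled ssDNA / Timing: filaments 15 min 37 °C, then compound 30 min / Control set: per-plate controls and blanks / Technique: fluorescence dequenching at 485/520 nm / Compound: 10 µM final, single point / Also added: Fluorescein- and BHQ1-tagged 47-mer duplex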
# Calpain2 inh – inhibitors of pig calpain II, primary screen, biochemical, fluorogenic peptide substrate, 1536-well. 220,000 compounds, 0.37% hits. AID 1236, 2008. purified calpain II, 30 min. inhibition, % at 16 µM;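 active = inhibition above about 50%, limit read from the data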
# 14-3-3 Bad PPI – inhibitors of 14-3-3 zeta/Bad binding, primary screen, biochemical, TR-FRET, bovine 14-3-3 zeta | AID 781, 2007 | 14-3-3 protein zeta/delta (Bos taurus), P63103 | 220,000 compounds, 0.71% hits | inhibition, % at 21.7 µM | TR-FRET 14-3-3zeta/Dy647-pBad peptide displacement, 1 h;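 active = inhibition above about 70%, limit read from the data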;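 note: 0% = full 14-3-3 plus peptide FRET controls and 100% = background without 14-3-3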
# Target sequence (P63103 whole entry, looked up): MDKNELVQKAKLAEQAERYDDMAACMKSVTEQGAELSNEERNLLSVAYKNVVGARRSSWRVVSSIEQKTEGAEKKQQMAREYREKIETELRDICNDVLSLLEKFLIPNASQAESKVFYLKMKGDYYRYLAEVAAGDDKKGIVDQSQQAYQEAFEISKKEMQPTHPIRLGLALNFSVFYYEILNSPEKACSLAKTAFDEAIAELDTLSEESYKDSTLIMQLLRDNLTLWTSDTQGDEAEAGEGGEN
# Hck Nef HTS – inhibitors of Nef-activated human Hck kinase, primary screen, biochemical, Z-Lyte FRET, 384-well, Hck-YEEI | Tyrosine-protein kinase HCK (Homo sapiens), P08631 | 220,000 compounds, 0.68% hits | inhibition, % at 20 µM | Recombinant Hck-YEEI plus Nef, Z-Lyte FRET kinase assay;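 active = Hck-Nef kinase inhibition above about 50%, limit read from the data; inactive = inhibition below that limit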;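 note: 0% = DMSO with Hck plus Nef and 100% = Hck alone without Nef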
# Target sequence (P08631 whole entry, looked up): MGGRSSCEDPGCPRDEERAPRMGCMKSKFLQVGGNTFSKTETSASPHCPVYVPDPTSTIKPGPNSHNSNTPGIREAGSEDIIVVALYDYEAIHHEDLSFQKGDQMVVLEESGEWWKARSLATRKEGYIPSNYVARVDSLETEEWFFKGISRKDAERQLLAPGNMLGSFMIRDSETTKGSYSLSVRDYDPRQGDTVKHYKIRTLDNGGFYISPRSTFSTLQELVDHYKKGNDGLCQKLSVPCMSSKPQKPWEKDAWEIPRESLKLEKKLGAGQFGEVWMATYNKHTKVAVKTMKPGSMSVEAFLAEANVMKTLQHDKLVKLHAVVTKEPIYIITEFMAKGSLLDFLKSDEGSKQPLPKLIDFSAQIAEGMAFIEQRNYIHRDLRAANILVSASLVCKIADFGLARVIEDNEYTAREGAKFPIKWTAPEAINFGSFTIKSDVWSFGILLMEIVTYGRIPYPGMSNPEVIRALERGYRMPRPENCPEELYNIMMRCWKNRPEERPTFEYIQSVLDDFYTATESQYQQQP
# TbHK1 inh – Trypanosoma brucei hexokinase 1 inhibitors, primary screen, biochemical, G6PDH-coupled NADH absorbance, MLSCN library. recombinant TbHK1, G6PDH-coupled NADH A340. inhibition, % at 10 µM. 220,000 compounds, 0.11% hits. hexokinase 1 [Trypanosoma brucei];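 active = inhibition of 50% or more in the single-dose primary screen; inactive = inhibition below 50%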
# PGE2 EP2 inh – human EP2 receptor antagonists, primary screen, TR-FRET cAMP, C6 glioma cells; C6 glioma cells expressing human EP2; cells stimulated with saturating PGE2; inhibition, % at 25 µM; Prostaglandin E2 receptor EP2 subtype (Homo sapiens), P43116; 260,000 compounds, 0.52% hits;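 active = percent inhibition above 40 after rounding to a whole number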;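 note: rat C6 glioma host cells with rolipram phosphodiesterase inhibitor present; the protocol text gives 20 µM as final concentration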
# eIF4E 4G PPI – eIF4E–eIF4G protein interaction inhibitors, primary screen, biochemical, uHTS, TR-FRET, eIF4GI fragment. TR-FRET eIF4E-eIF4GI(517-606) binding, 2 h. 220,000 compounds, 0.37% hits. inhibition, % at 21.7 µM. Eukaryotic translation initiation factor 4E (Mus musculus) + Eukaryotic translation …;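 active = inhibition above about 30%, limit read from the data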;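 note: 0% = full FRET control wells and 100% = background wells lacking eIF4GI fragment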
# zVAD death inh – inhibitors of zVAD-triggered necroptosis, primary screen, L929 cells; L929 zVAD necroptosis rescue, ATP luminescence, 24 h; with zVAD 60 µM; AID 1377, 2008; 220,000 compounds, 0.38% hits; viability rescue, % at 10 µM;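 active = activation, scaled between plate controls, above about 75%, limit read from the data; inactive = activation under that limit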;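 note: 0% = zVAD with DMSO and 100% = DMSO alone without zVAD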
# Active calls of the source: *; . = not tested or not shown; & = joins results of further samples; [ ] = another dose, or the depositor's remark.
SMILES,EP2 modulator,Rad51 HR inh,Calpain2 inh,14-3-3 Bad PPI,Hck Nef HTS,TbHK1 inh,PGE2 EP2 inh,eIF4E 4G PPI,zVAD death inh
COc1ccc(-n2c(O)c(C(C)=NCCCn3ccnc3)c(=O)[nH]c2=O)cc1,22,2,-23,-4[fluorescence artefact?],0,4,5,-8[fluorescence artefact?],0.2
COc1ccccc1-n1c(CNCC2CCCO2)nc2ccccc2c1=O (stereo not drawn),28,.,2,3,6,-3,9,4[fluorescence artefact?],0.0
OCCN1C2CCC1CC(O)(c1ccc(F)cc1)C2 (stereo not drawn),-5&-23,-1,-29,5[fluorescence artefact?],-19,-1,7&16,-10[fluorescence artefact?],0.6
Cc1ccccc1OP(N)(=O)Oc1ccccc1C,31,1,10,-7,24,4,2,2,3.6
CCCCN1C(=O)NC(=O)C2(Cc3cc(C)ccc3N(C)C2)C1=O (stereo not drawn),24,-3,-28,-24,1,-3,27,-1,0.7
COc1ccc(OC)c(NC2=NCCS2)c1,0,3,8,-6,4,-1,7,1,-0.8
Cc1c(N=Nc2c(O)n(-c3ccc(Br)cc3)c(=O)[nH]c2=O)c(=O)n(-c2ccccc2)n1C,6,-25,3,-8,-3,-58,5,8,0.9
Cc1cccn2c(=O)c3c(nc12)N1CCc2ccccc2C1C1(C3)C(=O)NC(=O)N(C)C1=O (stereo not drawn),1,-4,-85,16,-4,-11,2,3,-0.2
COc1ccc(CCNCc2ccccn2)cc1OC,33,-3,3,75*,9,-4,6,4,-0.2
COc1ccc(CC(=O)N2CCN(C)CC2)cc1,-5,0,-7,9[fluorescence artefact?],0,4,7,4[fluorescence artefact?],-0.1
Cc1ccc(/C=C2/C(=O)NC(=O)N(Cc3ccc(F)cc3)C2=O)o1,-36,-1,-13,-2,21,1,18,-5,0.2
CC(=NCCCn1ccnc1)c1c(O)n(C)c(=O)n(C)c1=O,23,1,-21,2,1,-2,4,0,-0.2
COc1ccc(Cn2c(O)c(C=NCCCn3ccnc3)c(=O)[nH]c2=O)cc1,5,6,21,-4,1,3,4,3,-0.1
COc1cc(/C=C2\C(=O)NC(=O)N(c3ccccc3)C2=O)cc(OC)c1O,-42,10,-2,38,1,-32,3,18,0.7
CCn1ccnc1CN1CCCC(C(=O)c2cccc(C(F)(F)F)c2)C1 (stereo not drawn),-19,-14,26,8,-11,-2,8,5,-0.2
CC(=NCCCN1CCOCC1)c1c(O)n(-c2ccccc2C)c(=O)[nH]c1=O,17,0,6,0,1,4,6,5,-0.2
Cc1cccc(N2C(=O)/C(=C/N3CCN(C(=O)c4ccco4)CC3)C(=O)NC2=S)c1,2,-16,12,18,-1,0,6,1[fluorescence artefact?],-0.3
O=C1/C(=C\c2cc3c(cc2Br)OCO3)N2CCC1CC2,-2,1,8,-5,5,-6,6,3,2.2
O=C(Cn1nc(-c2ccccc2)ccc1=O)N1CCC2(CC1)OCCO2,-15,37,-3,-7,-5,0,0,-1,6.4
O=C(C1CC(c2ccccc2O)=NO1)N1CCC2(CC1)OCCO2 (stereo not drawn),14,7,-28,-6,-2,9,-2,-1,0.5
Cc1cc(OC(=O)c2ccco2)c2c3c(c(=O)oc2c1)CCCC3,37,1,18,11,1,-3,8,4,0.9
CC(=NCCCn1ccnc1)c1c(O)n(C2CCCCC2)c(=O)[nH]c1=O,27,1,-3,-6,11,-12,9,2,-0.6
O=C(c1ccc2c(c1)OCO2)C1CCCN(Cc2ccccn2)C1 (stereo not drawn),-2,-5,-27,-16,21,2,12,-5,-0.8
O=C1NC(=O)C(=Cc2ccc(N3CCOCC3)cc2)C(=O)N1,-21,-4,1,-17,25,-40,7,1,0.9
C=CCn1c(=O)c(C=Nc2cccnc2Cl)c(O)n(CCCC)c1=O,53,-1,-13,-5[fluorescence artefact?],4,-12,3,2,.
CCOC(=O)C(NC(=O)C(Cc1ccc(N(CCCl)CCCl)cc1)NC(C)=O)C(C)C (stereo not drawn),-10,-3,20,-7,23,-7,6,2,0.6
COc1ccc(CN2C(=O)NC(=O)/C(=C\c3cc(OC)c(OC)c(OC)c3)C2=O)cc1,-3,-14,-14,-15,32,-4,2,0,3.2
CSCCC(N=Cc1c(O)n(-c2ccc(Br)cc2)c(=O)[nH]c1=O)C(=O)OC(C)(C)C (stereo not drawn),26,-9,-24,-9[fluorescence artefact?],0,3,6,1,1.0
COC(=NC1CCCC1)C(O)c1c[nH]c2ccccc12 (stereo not drawn),24,-3,-5,-9,1,-3,10,5,-0.1
O=C(CCNS(=O)(=O)c1ccccc1)Nc1ccc(Cl)cc1C(=O)c1ccccc1,10,5,1,0,2,-1,5,1,0.4
CCN1CCC2(CCNC2)C1 (stereo not drawn),13,-6,16,-11,2,-1,5,1,0.0
C=CCN1C(=O)/C(=C/c2cc(C)n(-c3cccnc3)c2C)C(=O)NC1=S,-99,-11,-4,-36,2,26,19,-1,0.6
CC(C)C[C@H]1C(=O)N2CCCC2[C@]2(O)O[C@](NC(=O)[C@@H]3C=C4c5cccc6[nH]cc(c56)CC4N(C)C3)(C(C)C)C(=O)N12 (stereo partly drawn),0,-72,-181,-1,2,-21,10,8,63
CCOP(=O)(OCC)C(O)c1cccc([N+](=O)[O-])c1 (stereo not drawn),22,5,-13,-3,16,4,9,-1,2.6
O=c1[nH]c(=S)n(C2CC2)c(O)c1/C=N/Nc1cccc2ccccc12,-7,-2,-22,4[fluorescence artefact?],2,-8,11,1,0.1
CC(=NCCC(c1ccccc1)c1ccccc1)c1c(O)n(C)c(=O)n(C)c1=O,8,6,24,12,-1,-4,9,3,-0.2
O[C@@H]1CCCC[C@H]1N1CCC(c2ccccc2)CC1,20,5,6&-14,-8&-2,-1,3,8,0&4,0.2
CCOC(=O)C1(CCc2ccccc2)CCN(C2CCSCC2)CC1,-16,3,-12,-6,17,7,9,-1,-0.8
Cc1cccc(OP(=O)(Nc2cccnc2)Oc2cccc(C)c2)c1,-17,-7,20,3,3,6,7,-2,1.9
NP(=O)(OCC(F)(F)F)Oc1ccccc1 (stereo not drawn),.,-4,.,.,-1,-5,7,.,0.0
Cc1cc(C=O)c(C)n1C1CC1,18,4,-19,-20,22,-3,5,1,5.9
CCN(CC)C(=O)c1ccc(NC(=O)COc2ccccc2F)cc1,13,0,5,-5,-1,0,5,-1,2.8
CC(=Nc1ccc2c(c1)CCC2)c1c(O)n(-c2ccccc2)c(=O)[nH]c1=O,12,.,18,8,17,-2,9,3,1.9
O=C1CN=C(c2ccc(Cl)cc2)c2oc3ccccc3c2N1,0,.,-11,-8,10,-9,14,-6,1.1
Nc1ccccc1C(=O)OCCOc1ccccc1,26,8,-157,2[fluorescence artefact?],3,0,8,6,0.0
O=C(c1cccc(Cl)c1)C1CCCN(Cc2cccc3cnccc23)C1 (stereo not drawn),-3,-24,-9,-9,3,-5,2,-1,-0.1
C=CCN1C(=O)/C(=C/c2ccc3c(c2)CCCN3CCC)C(=O)NC1=S,4,-34,-19,8,13,0,10,6,0.4
Cc1cccc(-n2c(O)c(/C=N/Nc3nc4c(c(=O)n(C)c(=O)n4C)n3C)c(=O)[nH]c2=S)c1,28,-4,1,-4[fluorescence artefact?],1,-10,0,-7,0.8
O=C1NC(=O)N(c2ccc3c(c2)OCO3)C(=O)/C1=C\c1ccsc1,-48,-15,8,-2,5,-7,13,0,-0.1
O=c1[nH]c(=O)n(Cc2ccc(F)cc2)c(O)c1C=NCCCO,32,-3,-17,1[fluorescence artefact?],1,0,5,-6,-0.1
# Later entries:
SMILES,EP2 modulator,Rad51 HR inh,Calpain2 inh,14-3-3 Bad PPI,Hck Nef HTS,TbHK1 inh,PGE2 EP2 inh,eIF4E 4G PPI,zVAD death inh
C=C(c1ccccc1)P(=O)(O)O,12,.,13,29,-2,7,8,-5[fluorescence artefact?],.
C=CCn1c(O)c(/C=N/NC(=O)CCCC)c(=O)[nH]c1=S,30,4,28,-12,-12,0,9,-2,0.7
O=c1[nH]c(=S)n(-c2ccccc2)c(O)c1C=NCc1ccccn1,-2,-2,16,-2,5,-122,3,2,-0.1
S=P(Nn1cnnc1)(c1ccccc1)c1ccccc1,-9,12,9,-4,3,6,10,-1,2.4
CCC(=O)N1c2ccc(S(=O)(=O)CCC(=O)N3CCC4(CC3)OCCO4)cc2CC1C (stereo not drawn),9,.,-11,-1,0,-6,.,-2,0.9
CCN1CCN(c2cc(N3CCCC3)c([N+](=O)[O-])cc2F)CC1,-22,.,0,-12,4,-13,10,-2,.
O=P(C(c1c[nH]c2ccccc12)N1CCOCC1)(N1CCOCC1)N1CCOCC1 (stereo not drawn),9,1,20,2,-2,-3,9,7,0.9
O=[N+]([O-])c1ccc(N2CCNCC2)cc1NCc1ccco1,-31,0,32,14,17,3,7,-6,0.9
C=Cn1ccnc1P(=S)(c1nccn1C=C)c1nccn1C=C,28,9,-35,11[fluorescence artefact?],-1,3,10,5[fluorescence artefact?],0.0
CC(=NCc1ccco1)c1c(O)n(Cc2ccccc2)c(=O)[nH]c1=O,18,-2,-31,-6[fluorescence artefact?],8,3,8,4,2.0

# Looked up above.
# Calpain2 inh with O=P(C(c1c[nH]c2ccccc12)N1CCOCC1)(N1CCOCC1)N1CCOCC1 (stereo not drawn) stands at 20
# eIF4E 4G PPI with O=c1[nH]c(=S)n(-c2ccccc2)c(O)c1C=NCc1ccccn1 stands at 2
# Calpain2 inh with CCC(=O)N1c2ccc(S(=O)(=O)CCC(=O)N3CCC4(CC3)OCCO4)cc2CC1C (stereo not drawn) stands at -11

# The listing continues:
SMILES,EP2 modulator,Rad51 HR inh,Calpain2 inh,14-3-3 Bad PPI,Hck Nef HTS,TbHK1 inh,PGE2 EP2 inh,eIF4E 4G PPI,zVAD death inh
CCN(CC)c1ccc(N=Cc2c(O)n(Cc3ccco3)c(=O)[nH]c2=O)cc1,-4,-105,-9,-2,-45,-22,5,-1,3.6
O=C1NC(=O)C(CCc2ccccn2)(Cc2cccc(Cl)c2Cl)C(=O)N1c1ccc(Br)cc1 (stereo not drawn),36,.,-21,-8[fluorescence artefact?],0,7,10,3[fluorescence artefact?],.
O=C(O)CN1C(=O)CN=C(c2ccccn2)c2cc(Cl)ccc21,16&-4,14,8,-1,8,-10,12&14,4,1.6
O=c1[nH]c(=S)n(-c2ccc(Cl)cc2)c(O)c1C=Nc1ccc(N2CCOCC2)cc1,-2,-266,-69,5,41,-13,4,1,0.6

# Shown tab-delimited: part of the list above
compound	EP2 modulator	Rad51 HR inh	Calpain2 inh	14-3-3 Bad PPI	Hck Nef HTS	TbHK1 inh	PGE2 EP2 inh	eIF4E 4G PPI	zVAD death inh
NP(=O)(OCC(F)(F)F)Oc1ccccc1 (stereo not drawn)	.	-4	.	.	-1	-5	7	.	0.0
O=C(O)CN1C(=O)CN=C(c2ccccn2)c2cc(Cl)ccc21	16&-4	14	8	-1	8	-10	12&14	4	1.6

# Screening results (PubChem)

# An excerpt (hit frequency here may not be typical).
